# Screens as filed in PubChem BioAssay.
# hERG rescue: hERG rescue from dofetilide block, primary screen, cell-based, CHO-hERG, FluxOR thallium flux, dofetilide IC70; Voltage-gated inwardly rectifying potassium channel KCNH2 (Homo sapiens), Q12809; dofetilide IC70 present; activation (rescue from dofetilide block), less the hit threshold, % at 10 µM; 310,000 compounds, 0.51% hits; AID 1511, 2009;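 active = activation above the mean of controls blocked by dofetilide plus 5 SD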;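 note: thallium influx through hERG after potassium depolarization seen as dye fluorescence rise; in these data hits start at about 4.7%; inactives centre near -7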
# Dyrk1A ADPGlo: rat Dyrk1A kinase inhibitors, primary screen, biochemical, single point, plate reader. inhibition, % at 12.5 µM. AID 504441, 2011. 310,000 compounds, 0.43% hits. ADP-Glo luminescence, NFATc1 peptide. Dual specificity tyrosine-phosphorylation-regulated kinase 1A (Rattus norvegicus), Q63470; in the data active = inhibition above about 50%;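 note: plate controls were vehicle with enzyme for no effect and no enzyme for full effect; many of its hits are not listed in these tables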
# GSK3beta inhib: human GSK3beta kinase inhibitors, primary screen, biochemical, cell-free homogeneous, HTS; Glycogen synthase kinase-3 beta (Homo sapiens), P49841; activity score (negative = inhibition), % at 10 µM; GST-GSK3beta kinase, ADP-Glo luminescence, 60 min; stronger effect = lower value; 300,000 compounds, 0.038% hits;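 active = more than half of replicate wells score below -50%, meaning over 50% inhibition versus plate controls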;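 note: 0% = median DMSO wells and -100% = median GW8510 positive control wells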
#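 Test system: GST-fused GSK3beta enzyme, cell-free | Quantity: 1.6 ng GST-GSK3beta enzyme per well | Reagent: 25 µM ATP with peptide substrate | Schedule: 60 min enzyme reaction, room temperature | Signal: Luminescent ADP-Glo measurement of ADP formed | Read-out basis: Score relative to plate controls | Control set: DMSO and 20 µM GW8510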
# RGS4 act: RGS4 potentiators or activators, primary screen, cell-based, HEK293 M3R inducible RGS4, calcium flux; carbachol calcium flux Fluo4; stronger effect = lower value; B-score at 10 µM; AID 463111, 2010; 310,000 compounds, 0.92% hits;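 active = B-score of the integrated calcium signal more than 4 SD below the library mean, with starting fluorescence not abnormally high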;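 note: negative B-score means reduced calcium response which marks RGS4 activation or potentiation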
#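 Assay system: Inducible-RGS4 HEK293 cells carrying M3 receptor | Schedule: Compound preincubation 20 min at room temperature before agonist | Signal: Kinetic calcium fluorescence imaging with Fluo4-AM dye, 2 µM | Read-out basis: B score from integrated fluorescence ratio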
# GSK3A inh: blockers of GSK3A enzyme activity – biochemical, luminescence, cell-free homogeneous, HTS, primary screen; Glycogen synthase kinase-3 alpha (Homo sapiens), P49840; GSK-3 alpha kinase, ADP-Glo luminescence, 60 min; 320,000 compounds, 0.1% hits; inhibition, % at 10 µM;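 in the data active = inhibition above about 50%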;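 note: GST-tagged GSK-3 alpha with peptide substrate and 25 µM ATP; 0% = DMSO neutral wells and 100% = GW8510 positive control wells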
# KCNK9 inh: KCNK9 potassium channel inhibitors, primary screen, HEK293 cells, thallium flux | AID 488922, 2010 | 310,000 compounds, 1.2% hits | B-score at 10 µM | FluxOR thallium flux fluorescence; stronger effect = lower value;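 active = ratio B-score over 3 SD below the library mean, with starting fluorescence within 5 SD of its mean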;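 note: negative B-score means less thallium flux so channel inhibition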
# KCNK3 block: human KCNK3 channel inhibitors, primary screen, CHO cells, FluxOR thallium flux, B-score | Potassium channel subfamily K member 3 (Homo sapiens), O14649 | FluxOR fluorescence; stronger effect = lower value | B-score at 10 µM | 340,000 compounds, 0.84% hits | AID 602410, 2012;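 active = B-score under library mean minus 4 SD, starting fluorescence ratio at most library mean plus 5 SD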;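 note: more negative B-score means stronger inhibition of thallium flux through KCNK3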
# PolyA inhibitor: polyadenylation inhibitors in yeast reporter cells, primary screen, luminescence, S. cerevisiae; S. cerevisiae SKY197-pL101 polyadenylation reporter, beta-gal luminescence; efflux-impaired pdr1/pdr3 knockout yeast; score 100 = 6 SD above DMSO; AID 1875, 2009; calls only at 12 µM; 300,000 compounds, 0.02% hits;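 active = lowest replicate activity score at least 50, where 100 means six control SD above control mean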;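 note: yeast exposed to compound for 9 h at 30 °C; higher score means more reporter readthrough which indicates perturbed polyadenylation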
# KCNQ1 block: inhibitors of human KCNQ1 channel, primary screen, cell-based, thallium flux, high-throughput. 310,000 compounds, 1.3% hits. B-score at 10 µM. AID 2642, 2010. CHO-K1 KCNQ1, FluxOR thallium flux fluorescence; stronger effect = higher value;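 active = compounds whose thallium flux B-score, printed positive for inhibition, exceeds three library SD while starting fluorescence stays within three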;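 note: channel opened by potassium depolarization with thallium stimulus after 20 min compound exposure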
# Target sequence (P51787 whole entry, looked up): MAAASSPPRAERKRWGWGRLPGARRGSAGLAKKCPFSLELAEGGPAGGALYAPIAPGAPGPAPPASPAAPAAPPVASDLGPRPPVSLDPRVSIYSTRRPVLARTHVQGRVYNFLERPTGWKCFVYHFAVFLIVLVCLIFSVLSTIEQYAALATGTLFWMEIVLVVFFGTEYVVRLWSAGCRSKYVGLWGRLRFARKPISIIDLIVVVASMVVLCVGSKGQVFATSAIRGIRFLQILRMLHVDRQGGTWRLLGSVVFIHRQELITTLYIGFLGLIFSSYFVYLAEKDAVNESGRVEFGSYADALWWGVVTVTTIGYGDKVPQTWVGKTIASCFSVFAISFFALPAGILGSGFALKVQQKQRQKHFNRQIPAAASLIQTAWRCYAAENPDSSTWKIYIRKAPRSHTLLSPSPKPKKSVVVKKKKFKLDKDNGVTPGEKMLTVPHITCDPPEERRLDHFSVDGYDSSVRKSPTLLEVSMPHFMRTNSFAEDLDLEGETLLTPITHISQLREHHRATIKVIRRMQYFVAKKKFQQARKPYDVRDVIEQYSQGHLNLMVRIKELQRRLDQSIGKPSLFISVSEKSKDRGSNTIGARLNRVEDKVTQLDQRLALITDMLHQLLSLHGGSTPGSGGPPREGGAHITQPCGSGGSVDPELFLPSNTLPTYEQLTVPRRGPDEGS
# HDAC3 inh: HDAC3 deacetylase inhibitors, primary screen, biochemical, fluorescence, cell-free homogeneous. 320,000 compounds, 0.15% hits. AID 2718, 2010. inhibition, % at 8.3 µM. Histone deacetylase 3 (Homo sapiens), O15379. recombinant HDAC3, fluorogenic peptide/trypsin coupled; in the data active = inhibition above about 26%, passing the limit was not always enough
# Target sequence (O15379 whole entry, looked up): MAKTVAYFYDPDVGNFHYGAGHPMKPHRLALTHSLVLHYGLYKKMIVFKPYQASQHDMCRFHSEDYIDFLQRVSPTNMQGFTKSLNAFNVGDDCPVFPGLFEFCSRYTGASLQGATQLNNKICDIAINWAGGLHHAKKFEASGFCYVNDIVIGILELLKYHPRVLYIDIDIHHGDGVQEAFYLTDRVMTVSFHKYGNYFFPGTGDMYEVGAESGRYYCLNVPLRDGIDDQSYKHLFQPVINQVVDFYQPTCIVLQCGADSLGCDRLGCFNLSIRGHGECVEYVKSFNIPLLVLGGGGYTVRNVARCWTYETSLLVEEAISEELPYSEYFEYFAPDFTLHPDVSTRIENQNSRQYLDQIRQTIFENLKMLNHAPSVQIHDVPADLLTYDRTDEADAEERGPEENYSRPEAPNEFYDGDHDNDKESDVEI
# KCNQ1 pot: potentiators or activators of KCNQ1 channel, primary screen, cell-based, thallium flux, high-throughput; 310,000 compounds, 0.35% hits; AID 2648, 2010; Potassium voltage-gated channel subfamily KQT member 1 (Homo sapiens), P51787; B-score at 10 µM; CHO-K1 KCNQ1, thallium flux FluxOR fluorescence; stronger effect = higher value;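 active = fluorescence ratio B-score, a plate-corrected score, at least three library SD, with initial intensity B-score within 5 SD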
#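 System: CHO-K1 cells stably expressing KCNQ1 / Medium: assay buffer for compound exposure, DMSO matched across wells / Reagent: thallium- and potassium-containing depolarizing buffer / Compound: one concentration, matched DMSO / Incubation: 20 min compound pretreatment at room temperature / Measured by: kinetic FluxOR fluorescence, 10 s baseline plus 110 s post-stimulus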
# An asterisk follows results filed as active; i = inactive; . = no result given. This is a subset; the hit share may differ from the screen's.
Structure	hERG rescue	Dyrk1A ADPGlo	GSK3beta inhib	RGS4 act	GSK3A inh	KCNK9 inh	KCNK3 block	PolyA inhibitor	KCNQ1 block	HDAC3 inh	KCNQ1 pot
Cc1ccccc1Cn1c(CN2CCN(c3ccc(F)cc3)CC2)nc2c1c(=O)n(C)c(=O)n2C	-7	.	3	i	0	i	.	i	i	2	i
CCOC(=O)C1CCN(C(=O)C2CCC(=O)N(Cc3cccc(C(F)(F)F)c3)C2)CC1 (centres undefined)	-13	0	0	i	-1	i	i	i	i	-2	i
COc1ccc2c(c1)C(c1ccc(C)o1)=NNC(c1ccccc1)=N2	-17	-1	1	i	-20	i	i	i	i	5	i
CC(C)(C)NNC(=S)Nc1cccc(F)c1	-3	.	2	i	-4	i	i	i	i	-9	i
CC(C)[C@H](NC(=O)OCc1ccccc1)C(=O)NCc1ccccc1	-10	-1	1	i	1	i	i	i	i	0	i
CCOC(=O)c1nnn(-c2ccccc2C#N)c1C	2	-8	-1	i	1	i	i	i	i	-2	i
N/C(=N/OC(=O)c1cccc([N+](=O)[O-])c1)c1cccc([N+](=O)[O-])c1	-8	1	3	i	1	i	i	i	i	7	i
CCCCc1ccc(NC(=O)CSc2nc(=O)n(CCCN3CCOCC3)c3c2CCC3)cc1	-14	-9	-1	i	-3	i	i	i	i	9	i
Cc1cc(NS(=O)(=O)c2ccc(NS(=O)(=O)c3ccc(CC(C)C)cc3)cc2)nc(C)n1	-8	-5	9	i	-7	i	i	i	i	1	i
CCCCOc1ccc(-c2[nH]ncc2C=O)cc1	-14	12	3	i	1	i	i	i	i	-1	i
CCOc1ccc(S(=O)(=O)Nc2cnc3ccccc3c2)cc1	-10	-1	2	i	-4	i	i	i	i	-2	i
O=S(=O)(NC1CCSc2ccccc21)c1ccccc1 (centres undefined)	-3	-7	3	i	-2	i	i	i	i	5	i
NNC(=O)c1ccc([N+](=O)[O-])c(CS(=O)(=O)c2ccc(Cl)cc2)c1	0	-4	-1	i	-6	i	i	i	i	13	i
COc1cc(C(=O)OCC(=O)Nc2c(F)cccc2F)cc(OC)c1C	-6	3	2	i	-4	i	i	i	i	9	i
CC(CNCC1CCCO1)COc1ccccc1 (centres undefined)	-11	-3	3	i	0	i	i	i	i	1	i
Cc1ccc(NC(=S)NCc2cccs2)c(C)c1	-10	3	1	i	1	i	i	i	i	4	i
C1=C(c2ccccc2)CCN(c2nc3ccccc3n3cnnc23)C1	-12	40	2	i	-1	i	i	i	i	-3	i
COC(=O)c1ccc(NC(=S)NC2CC3CCC2C3)cc1 (centres undefined)	-8	0	1	i	-4	i	i	i	i	-1	i
CC(C)Cc1ccc(S(=O)(=O)N2CCN(c3ccccn3)CC2)cc1	-6	-3	-2	i	-3	i	i	i	i	-3	i
COc1ccc(CC(=O)NCc2n[nH]c(=S)n2-c2ccc(Br)cc2)cc1	-5	-2	0	i	3	i	i	i	i	6	i
COc1c(C)cc(C(=O)C2CCCN(S(=O)(=O)N(C)C)C2)cc1C (centres undefined)	-5	-1	0	i	.	i	i	i	i	-1	i
COc1ccc(/C=N/NC(=O)Cn2cnc3c2c(=O)n(C)c(=O)n3C)cc1	-7	.	1	i	-1	i	i	i	i	4	i
C/C(CC(=O)NCc1ccccc1)=N\NC(N)=S	-1	4	5	i	-1	i	i	i	i	5	i
CC1CC(=S)Nc2ccccc2N1Cc1ccccc1 (centres undefined)	-14	-4	1	i	4	i	i	i	i	-2	i
CC(C)(C)c1ccc(C(=O)c2c[nH]c(C(=O)NCc3ccco3)c2)cc1	-7	4	-1	i	5	i	i	i	i	0	i
CC(C)(C)Cc1nnc(NC(=O)CCc2ccccc2)s1	-7	.	5	i	-2	i	i	i	i	9	i
O=C(N/C(=C\c1cccc(Br)c1)C(=O)N1CCOCC1)c1ccco1	-8	2	0	i	-2	i	i	i	i	4	i
COc1cccc(NC(=O)CN(C)C(=O)CNC(=O)c2ccccc2F)c1	-6	-2	-1	i	-1	i	i	i	i	-2	i
COc1ccc(C(=O)C2CCCN(Cc3cnc(N4CCOCC4)s3)C2)c(OC)c1 (centres undefined)	-7	2	-1	i	-3	i	i	i	i	-3	i
O=C(O)CCSc1nc2ccccc2n1-c1ccccc1	0	0	3	i	-2	i	i	i	i	2	i
Cc1nn(CC(=O)NCc2ccc(OC(C)C)cc2)c(=O)c2cc3occc3n12	-9	.	1	i	.	i	.	i	i	0	i
O=C(O)C1C2C=CC(C2)C1C(=O)NCc1ccc(Cl)c(Cl)c1 (centres undefined)	-7	3	0	i	-1	i	i	i	i	-7	i
C/C(=N\NC(=O)Cn1cc([N+](=O)[O-])cn1)c1ccco1	-12	-5	-1	i	-1	i	i	i	i	-5	i
O=C(Nc1ccc(N2CCOCC2)c(Cl)c1)c1ccc(F)cc1	4	-1	1	i	-4	i	i	.	i	2	i
O=C1CN(C(=O)COC(=O)CCC(=O)c2ccc3c(c2)OCCO3)c2ccccc2N1	-8	-2	-1	i	-4	i	i	i	i	-4	i
CCC1CCCCN1C(=O)c1ccc2c(c1)C(=O)N(c1ccc(C)cc1)C2=O (centres undefined)	-8	9	5	i	-1	i	i	i	i	-1	i
O=C(NCC(=O)N(c1ccccc1)C(C(=O)NC1CCCCC1)c1cccnc1)c1ccco1 (centres undefined)	-5	-6	3	i	0	i	i	i	i	-1	i
CCN1C(=O)[C@H]2[C@@H](c3ccc(-c4ccc(C(C)=O)cc4)cc3)N3CCCC[C@@]3(C(=O)OC)[C@H]2C1=O	-13	-13	-4	i	-1	i	i	i	i	1	i
Cc1cc(CN(C)Cc2ccc(OCC(O)CN(C)Cc3ccccc3)cc2)on1 (centres undefined)	-11	0	-1	i	1	i	i	i	i	-4	i
CC1CCc2sc(-c3n[nH]c(=S)o3)cc2C1 (centres undefined)	7.4*	-3	-2	i	10	i	i	i	i	-119	i
CC(C(=O)NCc1ccc(F)cc1)n1ccc2cc(S(=O)(=O)N3CCCC3)ccc21 (centres undefined)	-5	-3	3	i	-10	i	i	i	i	5	i
CCCN(C(=O)Cc1coc2cc(C)c(C)cc12)c1c(N)n(Cc2ccccc2)c(=O)[nH]c1=O	-12	-4	0	i	-1	i	i	i	i	3	i
Cc1ccccc1Cn1cc(S(=O)(=O)CC(=O)Nc2nccs2)c2ccccc21	-3	1	-1	i	-3	i	i	i	i	3	i
CCc1ccc(NC(=O)C2CCC(CNC(=O)[C@@H]3Cc4ccccc4CN3)CC2)cc1 (some centres undefined)	-7	-1	1	i	-1	i	i	i	i	1	i
Cn1c(=O)[nH]c(=O)c2c1nc(SCC(=O)O)n2CCc1ccccc1	-4	4	-6	i	0	i	i	i	i	37*	i
O=C(Nc1ccccc1Cl)C1CC(=O)N(c2ccccc2)C1 (centres undefined)	-5	.	0	i	-3	i	i	i	i	-4	i
Cc1nn(-c2cccc(C(F)(F)F)c2)c(Cl)c1/C=N/n1cnnc1	-1	8	1	i	1	i	i	i	i	13	i
CCc1ccccc1N(CC(=O)N1CCN(c2ccc(F)cc2)CC1)S(C)(=O)=O	-3	-10	0	i	2	i	i	i	i	2	i
CC(Oc1ccccc1)c1ccnc(N)n1 (centres undefined)	-11	4	-2	i	0	i	i	i	i	-1	i
O=C(COC(=O)c1ccccn1)Nc1ccccc1OC(F)F	-12	4	-1	i	1	i	i	i	i	0	i
Cc1ccc(C(C)(C)C)cc1S(=O)(=O)Nc1cccc(S(=O)(=O)NC2=NCCC2)c1	-12	-2	-5	i	0	i	i	i	i	0	i
O=C(Nc1ccccc1C(=O)O)c1cccc(F)c1	-4	7	2	i	0	i	i	.	i	0	i
O=C(Nc1ccc2nc3n(c(=O)c2c1)CCCCC3)c1cc([N+](=O)[O-])ccc1F	-17	-3	0	i	-2	i	i	i	i	2	i
COc1ccccc1NC(=O)c1ccc(NC(=O)CN(C)Cc2ccccc2F)cc1	-21	2	8	i	-2	-9.1*	-11*	i	i	9	i
CCN(C(=O)COC(=O)COc1ccc2c(C)cc(=O)oc2c1)C1CCS(=O)(=O)C1 (centres undefined)	0	.	4	i	-1	i	i	i	i	-8	i
CC(C)CC(NS(=O)(=O)c1cccc(C(=O)O)c1)C(=O)O (centres undefined)	-1	-2	3	i	-1	i	i	i	i	5	i

# (next part)
Structure	hERG rescue	Dyrk1A ADPGlo	GSK3beta inhib	RGS4 act	GSK3A inh	KCNK9 inh	KCNK3 block	PolyA inhibitor	KCNQ1 block	HDAC3 inh	KCNQ1 pot
Cc1ccc(NC(=O)CN2C(=O)NC3(CCCCC3C)C2=O)cc1S(=O)(=O)N1CCCCC1 (centres undefined)	-9	-2	2	i	-3	i	i	i	i	3	i
CC1CCN(C(=S)Nc2ccc(F)cc2)CC1	-9	-1	0	i	-2	i	i	i	i	-2	i
COc1cc(/C=N/NC(=O)C(N)=O)ccc1OC(=O)c1cccs1	-6	-2	2	i	5	i	i	i	i	1	i
CN(CCc1ccccn1)C(=O)CCC1CCCN(C(=O)NC2CCCCC2)C1 (centres undefined)	-6	3	2	i	-10	i	i	i	i	-16	i
